Screening results (PubChem BioAssay)
Dynein transport: dynein cargo transport inhibition. 3617.4 mouse cells, GR-EGFP nuclear translocation imaging; test concentration mostly 20 µM; stimulated with dexamethasone, 1 µM; active compounds read low. z-score, hits read low. 220,000 compounds, 0.47% hits;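 active means plate z-score of nuclear minus cytoplasmic receptor signal below a set negative limit, without overly bright fluorescence or cell loss, cut at about -3.5 in these data, passing the limit was not always enough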;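 further: z-score of nuclear minus cytoplasmic ring GR-EGFP intensity difference per well; some compounds called inactive have numbers as strong as hits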
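Buffer or medium: tet-free medium with charcoal-stripped serum / Also added: dexamethasone agonist, 1.0 µM final, for 30 min / Timing: induction 48 h, compound 1 h, agonist 30 min / Measured by: high-content fluorescence imaging after fixation / Read-out: nuclear-to-cytoplasmic GR-EGFP distribution per well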
Insulin prom up: MIN6 insulin promoter up-regulation. MIN6 insulin promoter-GFP reporter, high-content imaging; active compounds read high. 190,000 compounds, 0.3% hits. z-score at 5 µM. AID 1625;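 active means z-score above 3 at 5 µM with at least 500 cells counted in the well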
WT yeast gro inh: growth inhibition of WT yeast, mitochondrial fusion screen | 190,000 compounds, 2.1% hits | inhibition, % at 10 µM | mitochondrial fusion phenotypic screen, WT strain; in the data active means inhibition above about 58%; tested in S. cerevisiae
CSM14.1 death rescue: protection against thapsigargin-triggered cell killing – 384-well, CSM14.1, ATP luminescence, primary screen (AID 1222); CSM14.1 thapsigargin-induced death rescue, ATP luminescence; higher % means a stronger effect; cellular ATP content (survival), % at 20 µM, or EC50 in µM where a hit was titrated; 190,000 tested, under 10 active;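 active means EC50 below 50 µM in the dose-response confirmation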;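 further: death triggered by thapsigargin at about 15 µM added after 2 h compound pretreatment; cell ATP read after overnight thapsigargin exposure of roughly 18 to 22 hours; normalized against plate controls of thapsigargin alone and 5% DMSO vehicle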
Autophagy mod: alters autophagy in cells; MEF GFP-LC3 puncta imaging; test concentration mostly 10 µM; 190,000 compounds, 0.98% hits; calls only at 10 µM (by protocol); AID 463193;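 active means percentage of spot-positive cells more than 3 SD above its plate mean, without a fluorescence outlier flag or 80% toxicity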;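 further: spot-positive cell cutoff set from DMSO-treated cells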
MT stabilize HCS: stabilizes microtubules in HeLa cells; % tubulin-high responders, % at 10 µM; AID 2205; HeLa tubulin immunostaining HCS, 24 h; share of cells brighter than vehicle mean+2SD; 200,000 compounds, 0.83% hits;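 active means plate Z-score above 3 for both tubulin-high and condensed-nucleus cell shares, with cell loss under 80%, at 10 µM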;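 further: anti alpha tubulin signal scored within the nucleus-defined area of each cell; some results filed as inactive read as strong as hits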
Lipid droplet: hepatic lipid droplet formation modulation; AML12 mouse hepatocytes, oleate lipid droplets, BODIPY imaging; inhibition, % at 6.5 µM; 240,000 compounds, 0.4% hits; AID 1656;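 active means lipid droplet intensity inhibited by at least 50%, with more than 500 cells counted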
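Assay system: AML12 hepatocytes (mouse) / Also added: 100 µM oleic acid challenge / Times: overnight treatment with compound plus oleate / Detection: high-content imaging of BODIPY-stained droplets and DAPI nuclei / Evaluation: % inhibition of lipid droplet signal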
bCat nuc transl: beta-catenin nuclear translocation modulation; 190,000 compounds, 0.3% hits; nuclear translocation activity, % at 5 µM; HeLa beta-catenin nuclear translocation, immunofluorescence imaging; AID 1665;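 active means nuclear translocation activity above 50% at 5 µM, with a well cell count of 50 or more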;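 further: per-cell ratio of nuclear to cytoplasmic median beta-catenin stain intensity; plate controls were DMSO negative control for no effect and GSK-3 inhibitor IX positive control for full effect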
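Technique: fluorescence imaging of beta-catenin antibody stain plus DAPI / Material: human HeLa cell line / Incubation: compound treatment 24 h, 37°C, 5% CO2 / Read-out basis: % activation of per-cell nuclear versus cytoplasmic median beta-catenin signal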
XIAP displacement: XIAP antagonists, biochemical, IAP family, fluorescence polarization (AID 1018); XIAP BIR domain, fluorescence polarization peptide displacement; higher % means a stronger effect; displacement, % at 20 µM; hits with a dose series show IC50 in µM; 200,000 compounds, 0.007% hits; in the data active means displacement above about 50%; further: a part of the inactive calls stands beside numbers as strong as those of hits
WT yeast gro inh mutant strain: also measured in WT yeast gro inh; calls as there; inhibition, %; mitochondrial fusion phenotypic screen, mutant strain inhibition
Dynein transport cytoplasmic EGFP: second read-out of Dynein transport, no call of its own (marks repeat the call); z-score; measured here: cytoplasmic GR-EGFP intensity; active compounds read high
Dynein transport nuclear GR-EGFP: second read-out of Dynein transport, no call of its own (marks repeat the call); z-score; measured here: nuclear GR-EGFP intensity;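 lower value marks the stronger effect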
Dynein transport cell count: recorded beside Dynein transport, whose call it bears; z-score; measured here: cell count per field
Insulin prom up cell count: second read-out of Insulin prom up, no call of its own (marks repeat the call); cell count; measured here: cytotoxicity, nuclei count;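 total cells summed across four imaged fields per well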
Lipid droplet cells 6.5 µM: second read-out of Lipid droplet, no call of its own (marks repeat the call); cell count; measured here: cell count, cytotoxicity flag;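 cells counted across two imaged fields per well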
bCat nuc transl cell count 5 µM: also measured in bCat nuc transl; calls as there; cell count; measured here: cell count, cytotoxicity flag
MT stabilize HCS Hoechst-high %: second read-out of MT stabilize HCS, no call of its own (marks repeat the call); % Hoechst-high responders; measured here: nuclear condensation Hoechst responders;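 share of cells brighter than vehicle mean plus two SD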
MT stabilize HCS cytotoxicity %: further read-out of MT stabilize HCS, marked with its call; toxicity, %; measured here: cytotoxicity by cell density;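 0% = mean cell density of plate MIN control wells and 100% = no cells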
Autophagy mod cell loss 18 h: recorded beside Autophagy mod, whose call it bears; toxicity, %; measured here: cell loss, nuclei count;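 cell loss after 18 h compound exposure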
An asterisk follows results filed as active; i = inactive; · = not tested or not shown.

SMILES | Dynein transport | Dynein transport cytoplasmic EGFP | Dynein transport nuclear GR-EGFP | Dynein transport cell count | Insulin prom up | Insulin prom up cell count | WT yeast gro inh | WT yeast gro inh mutant strain | CSM14.1 death rescue | Autophagy mod | Autophagy mod cell loss 18 h | MT stabilize HCS | MT stabilize HCS Hoechst-high % | MT stabilize HCS cytotoxicity % | Lipid droplet | Lipid droplet cells 6.5 µM | bCat nuc transl | bCat nuc transl cell count 5 µM | XIAP displacement
O=C(Nc1ccc2c(c1)OCCO2)c1cc2sccc2n1Cc1ccc(F)cc1 | 0.7 | -0.23 | -0.72 | -0.51 | -0.42 | 1498 | 38 | 1 | 19% | i | -6 | 2.1 | 1.6 | 1.9 | · | · | -0.6 | 1372 | -4.5%
O=C(NCc1ccc(Cl)cc1)c1cc([N+](=O)[O-])ccc1Cl | 1.1 | -0.28 | 0.38 | -0.74 | 0.19 | 1336 | -5 | 6 | 0.6% | i | 30 | 3.8 | 2.0 | 7.1 | -10 | 730 | -0.3 | 1583 | -3.4%
O=C(CCCOc1ccc(Cl)cc1Cl)NN1CCOCC1 | 0.15 | -0.19 | -0.15 | -0.75 | 0.33 | 1301 | -12 | -14 | -2.8% | i | 2 | 3.0 | 1.8 | 4.8 | -6 | 648 | -3.3 | 599 | -44%
COc1ccccc1CNC(=O)c1cccc(C)c1[N+](=O)[O-] | -0.14 | -0.28 | -0.18 | 0.24 | 0.65 | 1472 | 3 | -16 | 2.6% | i | 2 | 2.0 | 2.4 | 4.9 | 2 | 609 | -0.4 | 1017 | -2.4%
CCN(CC)CC#CCOC(=O)C(O)(c1ccccc1)C1CCCCC1 (stereo not drawn) | 0.43 | -0.26 | 0.64 | 0.26 | · | · | 10 | 2 | -2.0% | i | 17 | 2.7 | 2.1 | 9.3 | -7 | 763 | · | · | -2.8%
O=C1CC(c2ccccc2)N1c1ccccc1 (stereo not drawn) | -1.1 | -0.088 | -0.27 | 0.23 | · | · | -7 | -3 | 1.1% | i | 12 | 1.7 | 1.9 | 8.1 | · | · | · | · | -1.0%
O=C(COC(=O)c1cccc(S(=O)(=O)N2CCc3ccccc32)c1)NCc1ccco1 | 0.56 | -0.3 | 0.77 | -0.46 | 0 | 1254 | -11 | 8 | -0.5% | i | -3 | 4.2 | 5.0 | 11 | 15 | 681 | -2.0 | 1059 | -3.8%
Cc1[nH]n(-c2ccc(Cl)c(Cl)c2)c(=O)c1CCO | -0.49 | -0.17 | -0.065 | 0.0026 | -0.43 | 1496 | 10 | 14 | -1.2% | i | -2 | 3.6 | 1.9 | 6.8 | 6 | 721 | -1.0 | 997 | -6.5%
CCOC(=O)C1=NN(C(=O)c2ccccc2)C(O)(c2ccc(C)cc2)C1 (stereo not drawn) | 1.4 | 0.11 | 0.76 | -0.57 | -0.19 | 1229 | 14 | 8 | -3.7% | i | 6 | 2.9 | 1.7 | 1.9 | 3 | 656 | · | · | -0.6%
O=C(NCC1CCCO1)C(c1ccncc1)N(Cc1cccs1)C(=O)CN1C(=O)c2ccccc2S1(=O)=O (stereo not drawn) | -0.35 | -0.27 | -0.017 | 0.61 | 2.8 | 1489 | -6 | 6 | 5.4% | i | 2 | 2.7 | 2.9 | 2.8 | -1 | 715 | -0.5 | 1612 | 1.9%
Cc1ccc(NC(=O)N(Cc2cc3cc(C)cc(C)c3[nH]c2=O)CC2COCCO2)cc1 (stereo not drawn) | 0.21 | -0.17 | 0.69 | -1.4 | -0.38 | 1308 | 12 | 10 | 0.8% | i | 0 | 4.0 | 3.2 | 7.6 | · | · | 0.7 | 1164 | -3.0%
Cc1cc(C)n(CCOC(=O)c2sc3ccccc3c2Cl)n1 | 0.63 | -0.18 | 0.56 | -1.1 | · | · | 22 | 32 | -1.5% | i | -18 | 4.7 | 2.5 | 6.0 | · | · | -2.2 | 974 | -2.5%
O=C(c1cccnc1Cl)N1CCOCC1 | -0.78 | -0.28 | -0.31 | 0.98 | -0.23 | 1278 | 0 | 5 | -0.4% | i | -6 | 8.0 | 2.0 | 7.3 | 0 | 709 | 1.3 | 1098 | -3.1%
Cn1c(C(=O)NCCCN2CCCCCC2)cc2c(=O)n(C)c3ccccc3c21 | 3.3 | -0.091 | 2.3 | -1 | -0.56 | 2161 | 14 | 0 | -1.2% | · | · | 1.5 | 2.4 | 5.8 | -2 | 683 | -1.2 | 1176 | -7.5%
CCn1c(=O)c2ccccc2n2c(SCC(=O)N3CCc4ccccc4C3)nnc12 | 1 | -0.44 | 0.29 | -0.025 | -0.4 | 1198 | -15 | -21 | -1.7% | i | 1 | 4.4 | 2.5 | 14 | · | · | -3.1 | 835 | -3.6%
NC(=O)c1ccsc1NC(=O)COC(=O)CSc1ccc(Cl)cc1 | 0.41 | -0.28 | 0.13 | -0.087 | 0.33 | 1396 | 1 | 2 | -0.4% | i | -24 | 2.2 | 1.8 | 5.5 | -2 | 703 | -3.3 | 1005 | -4.1%
C=C1C2(C(=O)Nc3ccc(SC(F)F)cc3)CCC(C2)C1(C)C (stereo not drawn) | 0.47 | -0.25 | 0.15 | -0.06 | -0.62 | 1449 | 21 | 5 | -1.7% | i | 5 | 3.3 | 2.7 | 10 | 7 | 678 | 0.3 | 1074 | -4.6%
COc1cc(C(=O)NCC(=O)N/N=C/c2ccc(OC(=O)c3ccco3)cc2)cc(OC)c1OC | -0.65 | -0.26 | -0.18 | 0.69 | 0.83 | 1277 | 11 | 20 | -0.4% | i | -7 | 1.6 | 1.4 | 7.4 | -1 | 710 | -2.4 | 1144 | -2.3%
CCC1Cc2c(nc(N)c3c(N)nc(N4CCCCC4)c(C#N)c23)O1 (stereo not drawn) | -0.38 | -0.13 | -0.092 | -0.69 | -2.6 | 1177 | -11 | -2 | -0.9% | i | 1 | 2.1 | 2.7 | 6.4 | 32 | 722 | -1.3 | 1116 | 0.9%
CCOC(=O)COc1cc2c3c(c(=O)oc2cc1C)CCCC3 | 0.54 | -0.22 | 0.44 | -0.45 | -0.18 | 1195 | -7 | -17 | · | i | -3 | 3.7 | 2.6 | 8.4 | -4 | 690 | · | · | -1.3%
Cc1cccc(C)c1OCCCCCNCCO | -0.18 | -0.24 | 0.1 | 0.41 | · | · | 2 | 11 | -5.0% | i | 2 | 1.0 | 1.3 | 9.5 | -8 | 774 | -2.8 | 1002 | -5.9%
O=C(NCc1cccnc1)c1cccnc1-c1nc2ccccc2s1 | 1 | 0.027 | 0.88 | -0.38 | 0.62 | 1039 | -8 | -16 | -0.7% | i | 2 | 1.5 | 0.1 | 16 | 17 | 826 | · | · | -4.5%
O=C(N1CCOCC1)N1CCC(n2nnc3cc(F)ccc32)CC1 | -0.4 | -0.23 | -0.18 | 1.3 | -0.21 | 1886 | 6 | -3 | -1.6% | i | -8 | 2.1 | 1.4 | 5.6 | -3 | 645 | -4.3 | 1078 | 7.8%
Cc1c(Cl)c(=O)n2c(=O)c(Cl)c(C)n12 | -0.21 | 0.4 | 0.26 | 0.03 | 0.3 | 1077 | -3 | 10 | · | i | 3 | 5.3 | 3.6 | 7.9 | -1 | 647 | -1.5 | 1115 | -5.1%
COC(=O)CCCC1=CC2=C(c3ccccc3)C(=O)C(C)(OC(=O)C3CCCC3)C(=O)C2=CN1CCCCO (stereo not drawn) | -0.33 | -0.77 | -0.11 | 0.44 | 0.59 | 994 | · | · | · | · | · | · | · | · | -3 | 701 | 0.0 | 1232 | ·
C/C(N)=C(/C#N)C(=O)CSc1ncnc2ccccc12 | -0.93 | -0.19 | -0.11 | 1.1 | 0.64 | 1209 | 6 | 8 | 0.1% | i | 4 | 5.7 | 2.4 | 8.7 | · | · | -4.8 | 1029 | -4.5%
CCC(C)NC(=O)CN(C1CCCCC1)S(C)(=O)=O (stereo not drawn) | 0.12 | -0.3 | 0.74 | -0.38 | 0.82 | 1549 | 6 | 9 | -1.2% | i | 1 | 3.9 | 4.4 | 5.6 | -5 | 683 | -6.2 | 1000 | -11%
COc1ccc(-c2cnc(N)n2CC2CCCO2)cc1 (stereo not drawn) | -1.6 | -0.18 | -0.85 | 1.8 | 0.4 | 977 | -6 | -8 | -2.1% | i | 8 | 3.1 | 1.7 | 8.0 | -71 | 676 | -5.4 | 1204 | -5.2%
Cn1cnc(S(=O)(=O)N2CCc3ccccc32)c1 | -0.11 | -0.21 | 0.18 | 0.08 | -0.21 | 873 | 10 | 7 | -1.1% | i | -1 | 2.8 | 2.5 | 7.4 | · | · | · | · | -1.8%

Random draw from the library, and some 4% of all compounds hit somewhere here.
